Screens: PubChem BioAssay, Southern Research Specialized Biocontainment Screening Center
K1F lysis inhibition – inhibition of K1F phage lysis, E. coli UTI89, bacterial capsule biogenesis inhibitors, alamar blue (AID 488966). E. coli UTI89 K1F phage lysis, alamar blue, 2 h; higher % means a stronger effect. inhibition, % at 100 µM; hits with a dose series show IC50 in µM. 340,000 tested, 0.02% active;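 active means phage lysis inhibition, versus mean bacterial control, above a set limit; inconclusive means no clear call, values can overlap the other calls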;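 further: capsule biogenesis inhibitors block K1F phage lysis so surviving cells raise fluorescence; higher fluorescence means more inhibition of phage lysis; actives were called in the ten point dose series up to 300 µM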
Active calls of the source: *; ? = inconclusive; [ ] = dose if it differs, or a comment. This is a subset. The share of hits here may be higher or lower than overall.

SMILES	K1F lysis inhibition
CCCCN1C(=O)CC(SC2CC(=O)N(CCCC)C2=O)C1=O (stereo not given)	-1.1%
O=C(CCCN=C1NS(=O)(=O)c2ccccc21)OCC(=O)c1ccc(Br)cc1	-0.1%
Cc1c(C(N)=O)cc([N+](=O)[O-])cc1[N+](=O)[O-]	-4.5%
COc1cc(/C=C2/C(=N)N3N=C(CC(=O)N4CCOCC4)SC3=NC2=O)ccc1OCc1ccccc1	?
COCC(C)n1c(SCC(=O)Nc2sccc2C(N)=O)nc2ccccc2c1=O (stereo not given)	0.6%[50 µM]
COc1ccc(-c2csc(NC(=O)Cc3ccccc3F)n2)cc1OC	-0.6%
COc1ccc(-n2c(C)c(C)c3c(N)ncnc32)cc1	0.6%
Cc1ccc(NS(=O)(=O)c2cc(C(=O)N(C)C3CCN(C)CC3)ccc2Cl)cc1Cl	0.3%[50 µM]
COc1ccccc1NC(=O)Nc1nc(CC(=O)NC2CCCC2)cs1	0.4%[50 µM]
NC(=O)c1cc(S(=O)(=O)NCCc2ccccc2)cs1	0.0%
C[C@@H](NC(=O)c1nc[nH]c1C(=O)NCCCCCNC(=O)OC(C)(C)C)c1ccccc1	-1.3%
Cc1cc(NC(=O)CCC(=O)N(Cc2cccnc2)C(C(=O)NC(C)(C)C)c2ccccc2Cl)no1 (stereo not given)	-0.1%
Cc1ccc2nc(SCC(=O)Nc3cccc4ccccc34)nc(=O)n2c1	1.3%[50 µM]
O=C(CCS(=O)(=O)c1ccccc1)N1CCN(c2ccccc2F)CC1	0.6%[50 µM]
CC(=O)N1N=C(c2cccc(O)c2)CC1c1cccs1 (stereo not given)	-1.0%
O=C(NCC(c1ccco1)N1CCc2ccccc2C1)c1ccccc1Cl (stereo not given)	1.1%[50 µM]
CC(C)CCOc1ccc(C(=O)NCC(c2cccs2)N2CCOCC2)cc1 (stereo not given)	-0.6%[50 µM]
Cc1ccc(NC(=O)CCc2nnc3ccc(N4CCC5(CC4)OCCO5)nn23)cc1F	0.1%
C[C@H]1CN(S(=O)C(C)(C)C)[C@@H](CCO)/C1=C\CCO (stereo not given in full)	0.2%
O=C(O)c1ccc(CN(c2ccccc2)S(=O)(=O)c2ccccc2)cc1	1.5%
CC1CCN(S(=O)(=O)c2ccc(S(=O)(=O)N3CCCC3)cc2)CC1	0.2%
O=C(CSc1nnc(NC(=O)C2CCC2)s1)Nc1ccccc1Br	0.4%
COC(=O)[C@@H](NC(=O)c1ccccc1)[C@@H](C)O	1.1%
Cc1nn(S(=O)(=O)c2cccc([N+](=O)[O-])c2)c(C)c1S(=O)(=O)N1CCOCC1	0.1%
CCCN(CCC)C(=O)C(c1ccccc1)C1(O)CCCCC1 (stereo not given)	-1.6%
COc1ccc(C(=O)NCc2ccncc2)cc1S(=O)(=O)N1CCOCC1	0.9%[50 µM]
COc1ccc(NC(=O)CCC(=O)c2ccc(C(C)C)cc2)cc1	1.3%
COc1ccc2nc(N(CCN(C)C)C(=O)c3ccc4ccccc4c3)sc2c1	0.8%
CN1CCN(C(=O)c2ccc(-c3ccccc3)cc2)CC1	-0.2%
COc1ccc(OC)c(S(=O)(=O)N/N=C\c2cn(CC(N)=O)c3ccccc23)c1	0.1%
Nn1c(SCC(=O)Nc2ccc3c(c2)CCC3)nnc1C1CC1	1.8%
CCc1noc(C)c1C(=O)NNC(=O)COc1ccccc1C	0.2%[50 µM]
CN(C)C1=NC[C@H](Cc2ccccc2)N1CC1CCCCCC1	0.5%
COc1ccc(CNc2cc(C)nc3ccc(OC)cc23)cc1	-0.1%
CCN(CC(=O)Nc1c(F)cccc1F)C(=O)CCOc1ccc(C)cc1	1.2%[50 µM]
Cc1onc(-c2ccccc2)c1C(=O)NCCc1ccncc1	1.1%[50 µM]
Cc1nnc(SC(C)C(=O)NCC2CCCO2)s1 (stereo not given)	0.6%[50 µM]
CC1=CC(=O)C(C(C)=Nc2ccccc2[N+](=O)[O-])C(=O)O1 (stereo not given)	-2.4%
C[C@H](CO)N1C[C@H](C)[C@H](CN(C)S(=O)(=O)c2cn(C)cn2)Oc2ccc(NC(=O)Nc3ccc(C(F)(F)F)cc3)cc2CC1=O	1.7%
Cc1cc(C)c(NC(=O)CSc2nc(=O)n(CCN3CCOCC3)c3c2CCC3)c(C)c1	1.7%[50 µM]
O=C(c1ccc(S(=O)(=O)N2CCCC2)cc1)N1CCCCC1	1.1%[50 µM]
CC1=CC(=O)Nc2ccccc2S1	-1.3%
Cc1[nH]c2ccccc2c1CCN(Cc1cccnc1)C(=S)NC(C)(C)C	0.2%
CCc1cc(C(=O)Cc2ccccn2)c(O)cc1O	0.3%
C/C(CC(=O)NC1CCCCC1)=N\NC(=O)c1ccc(Br)cc1	0.0%
COc1ccc(/C(N)=N/OC(=O)C2CCCCC2)cc1OC	1.2%[50 µM]
COc1ccc(N2CC(C(=O)N[C@@H](C)C(=O)NC3CCCC3)CC2=O)cc1 (stereo not given in full)	0.0%
Cc1cc2oc(=O)cc(CN3CCOCC3)c2cc1O	1.7%[50 µM]
O=C(COC(=O)C1CC1)Nc1ccc(Cl)cn1	0.8%[50 µM]
O=C(NCCS(=O)(=O)N1CCCCC1)c1ccc2c(c1)OCO2	1.6%[50 µM]
Cc1nnc(SCC(=O)Nc2cccc(S(N)(=O)=O)c2)n1-c1ccccc1	0.2%
CCN(CC(=O)Nc1ccc(Br)cc1F)CC(=O)NC1CCS(=O)(=O)C1 (stereo not given)	0.8%[50 µM]
CCCCOC(=O)Nc1ccc(S(=O)(=O)Nc2onc(C)c2C)cc1	0.0%
O=Cc1cn(CCOc2ccccc2)c2ccccc12	0.4%
C=CCN1CCS(=O)(=O)N(Cc2ccccc2)[C@@H](C(C)C)C1=O	1.3%
CN(C)CCCNCC(=O)c1c(-c2ccccc2)n(C)c2ccccc12	3.3%

More entries
SMILES	K1F lysis inhibition
O=C(NNC(=O)C12CC3CC(CC(C3)C1)C2)c1ccncc1	0.1%
CC12C=CC(=O)C=C1CCC1C2C(=O)CC2(C)C1CCC2(O)C(=O)CO (stereo not given)	4.9%
COc1cc(C(C)=NNC(=O)c2ccncc2)ccc1O	1.0%
Cc1cc(OCC(=O)N2CCN(c3ccc(F)cc3)CC2)c2c(C)cc(=O)oc2c1	0.4%
COc1ccccc1NC(=O)CCc1nnc2ccc(N3CCCCC3)nn12	0.1%
Cc1ccc2nc(C)cc(N/N=C/c3ccccc3O)c2c1	-0.1%
Cc1sc2nc(CSC(C)C(=O)Nc3cc(S(C)(=O)=O)ccc3Cl)[nH]c(=O)c2c1C (stereo not given)	-0.1%[50 µM]
COc1ccccc1N(Cc1ccccc1)S(=O)(=O)c1cccc(C(=O)Nc2ccccn2)c1	0.0%
S=C(Nc1cc(Cl)ccc1Oc1ccccc1)N1CCN(c2ccccn2)CC1	1.7%[50 µM]
CCCc1nnc(NC(=O)c2cc3ccccc3o2)s1	0.2%
N#Cc1ccc(OCC(=O)N(C2CCCCC2)C2CCS(=O)(=O)C2)cc1 (stereo not given)	0.8%[50 µM]
CCN1C(=O)c2ccccc2Sc2ccc(C(=O)NCCCN3CCCCC3)cc21	0.3%
COc1ccc(C(=O)NCCc2ccc(C)cc2)cc1OC1CCN(C(C)=O)CC1	0.2%
O=C(CCC(=O)c1cccs1)Nc1ncccc1O	1.0%[50 µM]
O=C(Nc1cccc([N+](=O)[O-])c1)N1CCCCCC1	0.1%
Cc1ccc(CNC(=O)C2CCCN2C(=O)Nc2ccc(F)cc2)cc1 (stereo not given)	-1.2%
Cc1ccc(CNC(=O)C2CCCN(S(=O)(=O)N3CC(C)CC(C)C3)C2)cc1 (stereo not given)	0.1%
Cc1cc(=O)c(C(=O)Nc2cccc(C(=O)NC3CC3)c2)nn1-c1ccccc1Cl	1.7%[50 µM]
Cc1cc(NC(=O)Nc2c[nH]c(=O)[nH]c2=O)ccc1Br	0.1%
Cc1cccc(C)c1OCC(=O)Nc1c(C)nn(C)c1C	1.4%[50 µM]
N/C(=N\OC(=O)c1cccc(F)c1)c1cccc([N+](=O)[O-])c1	0.4%
COc1ccc(C(CNC(=O)C2CC(=O)N(Cc3ccccc3)C2)N2CCCC2)cc1 (stereo not given)	0.2%[50 µM]
CCCCN(C(=O)CCC(=O)Nc1cc(C)on1)C(C(=O)NC1CCCC1)c1ccc(OCC)cc1 (stereo not given)	-0.3%
CC(C)CCCCCCCCCCCCC(=O)NCC(=O)NC1C(C)OC(Nc2ncnc3nc[nH]c23)C(O)C1O (stereo not given)	-0.9%
CCCS(=O)(=O)c1nc(S(=O)(=O)c2ccc(C)cc2)c(NCCCN2CCCC2=O)s1	0.1%
O=C(NCCc1ccc(F)cc1)c1cccc(NC(=O)c2ccccc2)c1	0.2%
CCCCC(=O)Nc1nnc(S(=O)(=O)N2CCCCCC2)s1	0.2%
C/C(=N/NC(=O)C1CCCC1)c1ccc(NC(=O)C(F)(F)F)cc1	0.3%
CSCCC(NC(=O)c1ccco1)C(=O)NC1CCCCCC1 (stereo not given)	0.7%[50 µM]
CC(SCc1ccccc1)C(=O)Nc1ccccc1F (stereo not given)	0.0%
CN(C(=O)CSc1nnnn1-c1ccc(O)cc1)C1CCCCC1	0.1%[50 µM]
COC(=O)c1c(C)[nH]c(C(=O)OC(C)C(=O)N(C)C2CCCCC2)c1C (stereo not given)	0.4%[50 µM]
N#Cc1ccc(CN2C(=O)NC3(CCCCCC3)C2=O)cc1	0.9%
CCN(CC)CCNc1nc2c(c(=O)[nH]c(=O)n2C)n1CCCc1ccccc1	0.3%
COc1ccccc1NC(=O)c1cc(N)cc(C(=O)Nc2ccccc2OC)c1	0.0%
O=C(Nc1ccc(Cn2ccnc2)cc1)c1cccc(C(F)(F)F)c1	0.2%
Cc1ccc(C(=O)OCC(=O)N2CCC(c3ccccc3)=N2)c(C)c1	0.2%[50 µM]
COc1cccc(C2c3c(oc4ccccc4c3=O)C(=O)N2Cc2ccco2)c1 (stereo not given)	1.1%
CC(c1ccccc1)C(CC(=O)O)C(=O)Nc1ccc(Cl)c(Cl)c1 (stereo not given)	0.0%
Cc1c(N(C)S(=O)(=O)c2ccc(Cl)c(C(=O)N3CCC(C(N)=O)CC3)c2)c(=O)n(-c2ccccc2)n1C	1.1%[50 µM]
Cc1nn(C(C)C(=O)NCCc2ccco2)c(=O)c2nn(-c3ccccc3)c(C)c12 (stereo not given)	0.1%
O=C1CC(c2ccc(O)cc2)Oc2cc(O)ccc21 (stereo not given)	-0.7%
CCOc1ccc(CN(C)C(=O)CNC(=O)c2cc(OC)c(OC)c(OC)c2)cc1	0.2%
Cc1ccccc1OC(C)C(=O)NCCC1=CCCCC1 (stereo not given)	-0.1%
O=[N+]([O-])c1ccc(S(=O)(=O)NCC2CC3CCC2C3)cc1 (stereo not given)	-0.1%[50 µM]
Cc1ccc(C)c(OCCC(=O)Nc2cccc(S(=O)(=O)N3CCCC3)c2)c1	-0.6%[50 µM]
C=CCn1c(SCC(=O)NC)nnc1C12CC3CC(CC(C3)C1)C2	0.4%
COc1cc(C2NC(=O)NC(C)=C2C(=O)OC2CCC(C)CC2)ccc1O (stereo not given)	0.1%
O=C(C(Cl)Cl)N1CC2CCC(CC2)C1	3.0%
CCN(CC)C(=O)Cn1cc(S(=O)(=O)CC(=O)NCc2ccccc2)c2ccccc21	0.3%[50 µM]
CCCn1c(Oc2ccccc2)nc2c1c(=O)n(C)c(=O)n2C	0.7%
CCC(CO)Oc1cc(NCc2ccccc2)c2ncn(C(C)C)c2c1 (stereo not given)	-1.6%
CCC(NC(=O)c1cc(COc2ccc(C)nc2)on1)c1ccc(C)cc1 (stereo not given)	-0.2%
O=C1COc2ccc(C(=O)COC(=O)c3ccccc3Cl)cc2N1	-1.3%
C/C(=N\NC(=O)c1nnn(-c2nonc2N)c1C)c1ccc(OCc2ccccc2)cc1	0.2%
N#CCCN(C(=O)COC(=O)c1ccc(S(=O)(=O)N2CCCC2)cc1)c1cccc(Cl)c1	0.3%[50 µM]

Among those listed so far, seven have an NH in an aromatic ring:
SMILES	K1F lysis inhibition
C[C@@H](NC(=O)c1nc[nH]c1C(=O)NCCCCCNC(=O)OC(C)(C)C)c1ccccc1	-1.3%
Cc1[nH]c2ccccc2c1CCN(Cc1cccnc1)C(=S)NC(C)(C)C	0.2%
Cc1sc2nc(CSC(C)C(=O)Nc3cc(S(C)(=O)=O)ccc3Cl)[nH]c(=O)c2c1C (stereo not given)	-0.1%[50 µM]
Cc1cc(NC(=O)Nc2c[nH]c(=O)[nH]c2=O)ccc1Br	0.1%
CC(C)CCCCCCCCCCCCC(=O)NCC(=O)NC1C(C)OC(Nc2ncnc3nc[nH]c23)C(O)C1O (stereo not given)	-0.9%
COC(=O)c1c(C)[nH]c(C(=O)OC(C)C(=O)N(C)C2CCCCC2)c1C (stereo not given)	0.4%[50 µM]
CCN(CC)CCNc1nc2c(c(=O)[nH]c(=O)n2C)n1CCCc1ccccc1	0.3%

Next section
SMILES	K1F lysis inhibition
Cc1cc(=O)oc2cc(OCC(=O)N3CCN(c4ccc(F)cc4)CC3)c(Cl)cc12	-0.3%
O=C(CCCCCNC(=O)N1CCn2c1nc1ccccc12)NCCc1ccccc1	-0.1%
COc1ccc(OCC(=O)N/N=C(\C)CC(=O)Nc2ccc(NC(C)=O)cc2)cc1	-0.1%
C/C(=N\N(c1ccccc1)c1ccccc1)c1ccc(N)cc1	-0.8%
COc1ccc([C@@H]2CC=C(C(=O)O)[C@H](c3ccc(Br)cc3)N2S(=O)(=O)c2ccc(C)cc2)cc1OC	0.3%
